EP2 modulator – modulators of human EP2 prostaglandin E2 receptor | EP2-expressing cells, cAMP HTRF FRET, PGE2 co-stimulation | actives 0.83% (n = 260,000) | AID 940 | induction, % at 25 µM | P43116;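 active means compounds whose cAMP rise, as percent of the full-agonist control response, exceeds 60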;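 further: rat C6 glioma line stably carrying human EP2 under a CMV promoter; the protocol text gives 20 µM as final concentration; 100% = response of wells given 1 µM PGE2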
Target sequence (P43116 whole entry, looked up): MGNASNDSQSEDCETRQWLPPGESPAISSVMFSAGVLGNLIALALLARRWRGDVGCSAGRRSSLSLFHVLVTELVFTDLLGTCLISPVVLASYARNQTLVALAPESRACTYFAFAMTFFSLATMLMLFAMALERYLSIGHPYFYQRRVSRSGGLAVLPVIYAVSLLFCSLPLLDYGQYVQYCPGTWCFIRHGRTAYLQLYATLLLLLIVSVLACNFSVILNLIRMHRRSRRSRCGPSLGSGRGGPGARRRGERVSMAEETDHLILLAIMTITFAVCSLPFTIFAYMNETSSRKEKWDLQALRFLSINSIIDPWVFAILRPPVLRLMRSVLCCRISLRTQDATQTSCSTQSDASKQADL
S1P4 ag – agonists of human S1P4 receptor; actives 0.35% (n = 220,000); activation, % at 4.98 µM; S1P4-expressing cell line, agonist reporter assay; in the data active means activation above about 11%;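 further: 0% = DMSO vehicle and 100% = reference agonist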
Target sequence (O95977 whole entry, looked up): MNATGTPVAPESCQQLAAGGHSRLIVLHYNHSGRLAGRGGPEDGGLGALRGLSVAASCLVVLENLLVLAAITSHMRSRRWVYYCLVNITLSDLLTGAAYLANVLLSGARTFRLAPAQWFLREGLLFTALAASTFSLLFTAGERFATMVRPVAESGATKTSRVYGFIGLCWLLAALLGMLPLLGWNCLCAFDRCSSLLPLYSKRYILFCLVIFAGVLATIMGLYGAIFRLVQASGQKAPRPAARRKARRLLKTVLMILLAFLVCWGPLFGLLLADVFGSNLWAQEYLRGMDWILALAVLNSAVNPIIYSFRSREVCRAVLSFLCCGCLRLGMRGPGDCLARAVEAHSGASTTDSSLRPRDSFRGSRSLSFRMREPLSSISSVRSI
BaF3 parental – reduces parental Ba/F3 cell viability, JAK2V617F counter-screen. CellTiter-Glo ATP luminescence. inhibition, % at 5.6 µM. actives 1.1% (n = 220,000). AID 1486;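 active means inhibition above a per-campaign cutoff, the mean inhibition of all tested compounds plus 3 SD, cut at about 27% in these data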;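 further: 0% = DMSO wells and 100% = JAK Inhibitor I control wells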
PERK inhibitor – human PERK inhibition, primary cell-based screen; actives 0.17% (n = 220,000); Q9NZJ5; CHO PERK-DD fusion, SEAP luminescence translation reporter; inhibition, % at 5.6 µM;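 active means inhibition above the mean inhibition of all tested compounds plus 3 SD, set separately per screening campaign, cut at about 2.9% in these data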;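 further: PERK kinase domain activated by AP20187 dimerizer at 100 nM; 0% = DMSO with dimerizer and 100% = rapamycin at 8.4 µM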
S1P4 antag – blocks the human S1P4 receptor | O95977 | S1P4-expressing cells, antagonist mode, reporter read-out | inhibition, % at 4.98 µM | actives 0.26% (n = 220,000) | AID 1510; in the data active means inhibition above about 29%;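 further: 0% = wells stimulated with agonist and 100% = vehicle wells without agonist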
zfTRPN1 agonist – zebrafish TRPN1 (NompC) channel agonism; activation, % at 3 µM; actives 0.18% (n = 220,000); HEK293 zebrafish TRPN1-YFP, Fluo-8 calcium fluorescence; 100% = response to 87 µM carbachol;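 active means activation above its plate's cutoff, the mean activation of test wells on that plate plus 3 SD, cut at about 19% in these data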;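 further: 0% = DMSO alone and 100% = 87 µM carbachol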
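System: zebrafish TRPN1-YFP in HEK293 cells / Dosing: 3 µM single point / Timing: dye loading 1 h at 37 °C, then 30 min room temperature / Signal: Fluo-8 calcium fluorescence, excitation 470-495 nm, emission 515-575 nm / Read-out basis: percent activation from peak over basal fluorescence ratio, control-normalized / Control set: high carbachol 87 µM, low DMSO alone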
TRPML3 ag – human mucolipin-3 channel agonism; Q8TDD5; HEK293 TRPML3-YFP, Fluo-8 calcium fluorescence; 100% = the carbachol control signal; activation, % at 3 µM; actives 0.29% (n = 220,000); AID 1448;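 active means activation above its plate's cutoff, the mean activation of the plate's test wells plus 3 SD, cut at about 12% in these data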;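 further: 0% = DMSO only wells and 100% = carbachol wells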
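Material: TRPML3-YFP stable HEK293 cells | Dosing: One concentration, 3 µM nominal, 0.3% DMSO | Timing: 125 s total fluorescence read per well | Technique: Fluo-8 calcium dye fluorescence, ex 470-495, em 515-575 nm | Measure: Percent activation from peak-to-basal fluorescence ratio, scaled between DMSO and carbachol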
Calpain2 inh – blocks pig calpain II enzyme activity; purified calpain II, fluorogenic peptide substrate, 30 min; inhibition, % at 16 µM; actives 0.37% (n = 220,000); AID 1236;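 active means inhibition above about 50%, limit read from the data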
Ba/F3 V617F tox – reduce viability of Ba/F3 cells dependent on JAK2V617F. Ba/F3 EpoR-JAK2V617F viability, ATP luminescence. inhibition, % at 5.6 µM. actives 1.1% (n = 220,000). AID 1446;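 active means inhibition above the campaign mean plus 3 SD over all tested compounds, cut at about 24% in these data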;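 further: cytokine-independent growth of Ba/F3 cells driven by EpoR plus mutant JAK2; 0% = DMSO-treated cells and 100% = JAK inhibitor I control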
Numbers without * were called inactive; & = joins results of further samples.

What do the screens show for `c1coc(CN2CNc3nc4ccccc4n3C2)c1`?
EP2 modulator: -4; S1P4 ag: -2.5; BaF3 parental: 8; PERK inhibitor: 0.3; S1P4 antag: -3; zfTRPN1 agonist: 1.7; TRPML3 ag: 1.1; Calpain2 inh: -13; Ba/F3 V617F tox: 3

What do the screens show for `COc1cccc(NC(=O)c2ccccc2-c2nc(-c3cccc(C)c3)no2)c1`?
EP2 modulator: 28; S1P4 ag: 0.5; BaF3 parental: 3; PERK inhibitor: -0.6; S1P4 antag: 2; zfTRPN1 agonist: -1.2; TRPML3 ag: -1.2; Calpain2 inh: 2; Ba/F3 V617F tox: -1

Results for C/C(=N/NC(=O)CNC(=O)c1cccnc1)c1ccco1 ?
EP2 modulator: -13; S1P4 ag: -1.1; BaF3 parental: -2; PERK inhibitor: 0.1; S1P4 antag: 4; zfTRPN1 agonist: 0.9; TRPML3 ag: -0.5; Calpain2 inh: 6; Ba/F3 V617F tox: 4

What do the screens show for `CCOC(=O)C1=C(c2cccc(F)c2)NC(=S)NC1C` (centres undefined)?
EP2 modulator: 27; S1P4 ag: 0.2; BaF3 parental: 8; PERK inhibitor: 0.1; S1P4 antag: 0; zfTRPN1 agonist: 1.6; TRPML3 ag: 0.4; Calpain2 inh: 12; Ba/F3 V617F tox: -1

How did CCCCCCC(=O)N/N=C/Cc1ccccc1 do in these assays?
EP2 modulator: 0; S1P4 ag: -0.7; BaF3 parental: -1; PERK inhibitor: 0.7; S1P4 antag: -5; zfTRPN1 agonist: -0.1; TRPML3 ag: 0.3; Calpain2 inh: -5; Ba/F3 V617F tox: -4

How did Cc1ccc(CNC(=O)c2ccc(NC(=O)CCS(=O)(=O)c3cccs3)cc2)cc1 do in these assays?
EP2 modulator: 2; S1P4 ag: -1.1; BaF3 parental: 4; PERK inhibitor: 0.1; S1P4 antag: -1; zfTRPN1 agonist: -0.9; TRPML3 ag: 0.0; Calpain2 inh: -11; Ba/F3 V617F tox: -3

Results for CCN(CC)C(=O)C(=O)c1cccn1-c1cccc(OC)c1C#N ?
EP2 modulator: 21; S1P4 ag: -0.2; BaF3 parental: 4; PERK inhibitor: 1.6; S1P4 antag: 7; zfTRPN1 agonist: -0.2; TRPML3 ag: 0.6; Calpain2 inh: -23; Ba/F3 V617F tox: -1

Results for CCOc1ccc(-n2c(C)nc3cc(C(=O)NCc4ccco4)ccc32)cc1 ?
EP2 modulator: -47; S1P4 ag: -0.9; BaF3 parental: 6; PERK inhibitor: -1.1; S1P4 antag: -2; zfTRPN1 agonist: -1.8; TRPML3 ag: -0.8; Calpain2 inh: 11; Ba/F3 V617F tox: 3

Results for CCC(=O)Nc1sc(C(=O)Nc2ccccc2F)c(C)c1C(=O)OC ?
EP2 modulator: -17&9; S1P4 ag: 0.3; BaF3 parental: 0; PERK inhibitor: -0.4; S1P4 antag: -19; zfTRPN1 agonist: 0.7; TRPML3 ag: -0.1; Calpain2 inh: 15; Ba/F3 V617F tox: 0

How did CN(C)C=Nc1c(C(=O)c2ccccc2)sc2nccc(N(C)C)c12 do in these assays?
EP2 modulator: 9; S1P4 ag: 0.4; BaF3 parental: 1; PERK inhibitor: -1.7; S1P4 antag: -18; zfTRPN1 agonist: 0.7; TRPML3 ag: -0.4; Calpain2 inh: 24; Ba/F3 V617F tox: 0

How did CC(=O)N1N=C(c2ccncc2)OC12CCCCC2 do in these assays?
EP2 modulator: 28; S1P4 ag: 0.7; BaF3 parental: 9; PERK inhibitor: 0.1; S1P4 antag: -8; zfTRPN1 agonist: 1.1; TRPML3 ag: 0.1; Calpain2 inh: -411; Ba/F3 V617F tox: 1

How did Cc1cc(C(=O)CN2C(=O)CCC2=O)c(C)n1Cc1ccccc1 do in these assays?
EP2 modulator: 5; S1P4 ag: 2.2; BaF3 parental: 3; PERK inhibitor: 0.8; S1P4 antag: -2; zfTRPN1 agonist: 1.4; TRPML3 ag: -0.5; Calpain2 inh: 14; Ba/F3 V617F tox: -3

How did Cc1ccc(CN2CCN(Cc3ccccc3)C(CCO)C2)s1 (centres undefined) do in these assays?
EP2 modulator: -11; S1P4 ag: 1.7; BaF3 parental: 4; PERK inhibitor: -0.3; S1P4 antag: -19; zfTRPN1 agonist: 0.3; TRPML3 ag: 0.8; Calpain2 inh: 23; Ba/F3 V617F tox: 0

Results for COc1ccc(CNC2CCCCC2)cc1 ?
EP2 modulator: 39; S1P4 ag: -0.2; BaF3 parental: 0; PERK inhibitor: 1.2; S1P4 antag: -18; zfTRPN1 agonist: 1.0; TRPML3 ag: 0.1; Calpain2 inh: -7; Ba/F3 V617F tox: -1

What do the screens show for `COc1ccc(N2C(=S)NC(C)(C)CC2(C)c2ccc(OC(C)=O)cc2OC(C)=O)cc1` (centres undefined)?
EP2 modulator: 14; S1P4 ag: 0.1; BaF3 parental: 2; PERK inhibitor: -0.5; S1P4 antag: -3; zfTRPN1 agonist: 1.0; TRPML3 ag: -0.1; Calpain2 inh: 7; Ba/F3 V617F tox: 4

What do the screens show for `C/C(N)=C(/C#N)C(=O)CSc1cc(C)c2ccccc2n1`?
EP2 modulator: -5; S1P4 ag: -0.2; BaF3 parental: 2; PERK inhibitor: 1.1; S1P4 antag: -19; zfTRPN1 agonist: -0.3; TRPML3 ag: 0.2; Calpain2 inh: 19; Ba/F3 V617F tox: 1

What do the screens show for `COc1ccc(/C=C2/CCc3ccccc3C2=O)cc1OC`?
EP2 modulator: -9; S1P4 ag: -0.7; BaF3 parental: 6; PERK inhibitor: -1.3; S1P4 antag: 6; zfTRPN1 agonist: 0.9; TRPML3 ag: -0.1; Calpain2 inh: -3; Ba/F3 V617F tox: 0

How did CSc1ccc(/C=C(\NC(=O)c2ccc(C)cc2)C(=O)NN)cc1 do in these assays?
EP2 modulator: -2; S1P4 ag: -0.3; BaF3 parental: 57*; PERK inhibitor: 0.2; S1P4 antag: 1; zfTRPN1 agonist: -2.3; TRPML3 ag: 0.1; Calpain2 inh: 5; Ba/F3 V617F tox: 13

How did Cc1nc(SC(C(=O)c2ccccc2)c2ccccc2)nc2ccccc12 (centres undefined) do in these assays?
EP2 modulator: 40; S1P4 ag: 1.6; BaF3 parental: 3; PERK inhibitor: 0.1; S1P4 antag: -9; zfTRPN1 agonist: -0.3; TRPML3 ag: 0.3; Calpain2 inh: -17; Ba/F3 V617F tox: 1

What do the screens show for `NC(=O)c1cc([N+](=O)[O-])ccc1N1CCCCC1`?
EP2 modulator: 2; S1P4 ag: 0.4; BaF3 parental: 2; PERK inhibitor: -0.1; S1P4 antag: 1; zfTRPN1 agonist: 0.2; TRPML3 ag: 0.4; Calpain2 inh: -4; Ba/F3 V617F tox: 0

Results for COC(=O)[C@H](CCSC)NC(=O)NCCc1ccc(F)cc1 ?
EP2 modulator: -2; S1P4 ag: -1.9; BaF3 parental: 3; PERK inhibitor: 0.9; S1P4 antag: -5; zfTRPN1 agonist: -1.1; TRPML3 ag: 0.2; Calpain2 inh: -31; Ba/F3 V617F tox: -2

What do the screens show for `CCN1C(=O)c2ccc(C(=O)Nc3nccs3)cc2C1=O`?
EP2 modulator: 3; S1P4 ag: 1.4; BaF3 parental: 0; PERK inhibitor: 0.0; S1P4 antag: -2; zfTRPN1 agonist: 0.2; TRPML3 ag: 0.2; Calpain2 inh: 18; Ba/F3 V617F tox: -3

How did COC(=O)C1=C(C(=O)OC)C(c2cc([N+](=O)[O-])ccc2O)c2sc(=O)[nH]c2S1 (centres undefined) do in these assays?
EP2 modulator: 24; S1P4 ag: -0.1; BaF3 parental: 0; PERK inhibitor: 0.8; S1P4 antag: -21; zfTRPN1 agonist: 1.0; TRPML3 ag: 0.7; Calpain2 inh: 19; Ba/F3 V617F tox: -2

What do the screens show for `c1cn2cc(CSC3CCCCC3)nc2s1`?
EP2 modulator: 2; S1P4 ag: 2.8; BaF3 parental: -1; PERK inhibitor: -0.4; S1P4 antag: -6; zfTRPN1 agonist: 0.8; TRPML3 ag: -0.4; Calpain2 inh: 12; Ba/F3 V617F tox: 0

How did COc1ccc(-c2nc3scc(-c4ccccc4)n3n2)cc1 do in these assays?
EP2 modulator: 36; S1P4 ag: -2.8; BaF3 parental: 0; PERK inhibitor: 0.8; S1P4 antag: -15; zfTRPN1 agonist: 0.9; TRPML3 ag: 0.8; Calpain2 inh: -8; Ba/F3 V617F tox: -3

How did CC(OC(=O)CC1CC2CCC1C2)C(=O)Nc1ccc(N2CCOCC2)cc1 (centres undefined) do in these assays?
EP2 modulator: 5; S1P4 ag: 0.4; BaF3 parental: 2; PERK inhibitor: 0.9; S1P4 antag: -1; zfTRPN1 agonist: 3.4; TRPML3 ag: 4.9; Calpain2 inh: 5; Ba/F3 V617F tox: -4

Results for COc1ccc(N2CCN(C(=O)CSc3nnc4nc(C)cc(C)n34)CC2)cc1 ?
S1P4 ag: 2.0; BaF3 parental: 7; PERK inhibitor: 0.1; S1P4 antag: -25; zfTRPN1 agonist: -1.9; TRPML3 ag: 0.7; Ba/F3 V617F tox: -3

Results for O=C(NCc1ccccc1)c1ccc(CSc2ccccc2)o1 ?
EP2 modulator: -62; S1P4 ag: -1.7; BaF3 parental: 2; PERK inhibitor: -0.3; S1P4 antag: -9; zfTRPN1 agonist: -3.3; TRPML3 ag: -0.8; Calpain2 inh: 1; Ba/F3 V617F tox: 1

How did CC1CCC/C(=N\Nc2ccc(Cl)c(C(=O)O)c2)C1 (centres undefined) do in these assays?
EP2 modulator: 17; S1P4 ag: 0.5; BaF3 parental: 5; PERK inhibitor: 1.3; S1P4 antag: -6; zfTRPN1 agonist: 1.0; TRPML3 ag: 0.6; Calpain2 inh: -4; Ba/F3 V617F tox: -2

What do the screens show for `CCOP(=O)(OCC)/C(=C/N1CCCCC1)NC(=O)c1ccccc1`?
EP2 modulator: 8; S1P4 ag: 2.3; BaF3 parental: 8; PERK inhibitor: 0.7; S1P4 antag: -9; zfTRPN1 agonist: 1.0; TRPML3 ag: 0.9; Calpain2 inh: -19; Ba/F3 V617F tox: 1

Results for Cc1ccccc1NC(=O)COC(=O)c1c[nH]c(=O)[nH]c1=O ?
EP2 modulator: 18; S1P4 ag: -1.2; BaF3 parental: 5; PERK inhibitor: 0.3; S1P4 antag: -9; zfTRPN1 agonist: 0.2; TRPML3 ag: 0.0; Calpain2 inh: 17; Ba/F3 V617F tox: 1

Results for Cc1nnc2ccc(N3CCN(c4cccc(C(F)(F)F)c4)CC3)nn12 ?
EP2 modulator: 23; S1P4 ag: -0.3; BaF3 parental: 4; PERK inhibitor: -0.1; S1P4 antag: -9; zfTRPN1 agonist: -1.7; TRPML3 ag: -0.4; Calpain2 inh: -16; Ba/F3 V617F tox: 2

What do the screens show for `CC(=O)Nc1ccc(S(=O)(=O)Nc2nc(C)cc(-n3nc(C)cc3C)n2)cc1`?
EP2 modulator: 4; S1P4 ag: 0.8; BaF3 parental: 6; PERK inhibitor: 1.4; S1P4 antag: -1; zfTRPN1 agonist: 0.1; TRPML3 ag: 0.3; Calpain2 inh: 10; Ba/F3 V617F tox: 0

From PubChem
